Screens as filed in PubChem.
TAAR1 ag: human TAAR1 agonists, primary screen, Fluo-8 calcium fluorescence, CHO RD-HGA16 cells; activation, % at 3 µM; 360,000 compounds, 0.99% hits; AID 624467, 2012; vehicle wells 0%, saturating PEA agonist 100%;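 active = activation above the mean activation of all test compounds in the run plus 3 SD, cut at about 38% in these data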
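Signal – calcium-sensitive Fluo-8 signal, excitation 470-495, emission 515-575 nm · System – RD-HGA16 (CHO) cells co-expressing Gα16 and hTAAR1 · Incubation – 17-24 h seeding, 75 min 37 °C dye, 30 min RT · Compound dosing – 3 µM single concentration · Repeats – no replicates (n 1)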
OXTR potentiate: human OXTR potentiators, primary screen, fluorescence, CHO-OTR cells, Fluo-8 calcium; 320,000 compounds, 0.061% hits; AID 2445, 2010; activation, % at 3 µM; Fluo-8 calcium fluorescence, potentiator mode; 0% = oxytocin EC15, 100% = EC100;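 active = activation above that plate's cutoff, the mean activation of tested compounds plus 3 SD, cut at about 6.6% in these data, passing the limit was not always enough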;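 note: 100% uses oxytocin at 75 nM as the full agonist control; some results filed as inactive read as strong as hits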
Target sequence (P30559 whole entry, looked up): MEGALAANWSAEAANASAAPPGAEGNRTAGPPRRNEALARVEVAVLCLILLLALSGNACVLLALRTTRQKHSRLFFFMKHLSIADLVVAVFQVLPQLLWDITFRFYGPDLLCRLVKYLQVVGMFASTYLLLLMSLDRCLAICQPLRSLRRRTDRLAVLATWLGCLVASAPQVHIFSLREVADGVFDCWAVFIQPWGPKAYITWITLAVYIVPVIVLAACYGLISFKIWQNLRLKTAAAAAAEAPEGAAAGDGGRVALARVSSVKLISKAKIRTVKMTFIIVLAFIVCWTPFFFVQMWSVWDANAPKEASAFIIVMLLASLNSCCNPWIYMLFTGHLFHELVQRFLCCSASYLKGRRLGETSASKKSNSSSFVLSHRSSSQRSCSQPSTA
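System: human OTR in CHO cells / Also added: sub-maximal oxytocin, roughly EC15 / Control set: EC15 oxytocin low, 75 nM oxytocin high / Schedule: 6 min compound pre-incubation at room temperature, 100 s kinetic read / Compound: single-point 3.0 µM / Replication: singlicate / Technique: Fluo-8 calcium dye fluorescence / Read-out basis: % activation of max/min ratio relative to oxytocin controls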
TAAR1 antag: human TAAR1 antagonists, primary screen, Fluo-8 calcium fluorescence, CHO RD-HGA16 cells; Trace amine-associated receptor 1 (Homo sapiens), Q96RJ0; antagonist; inhibition, % at 3 µM; 360,000 compounds, 1.5% hits;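 active = inhibition above a per-plate cutoff, the mean inhibition of test compounds on that plate plus 3 SD, cut at about 49% in these data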;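 note: 0% = DMSO plus EC80 beta-PEA response and 100% = DMSO alone without agonist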
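Material: RD-HGA16 CHO cells with stable hTAAR1 and Gα16; Dosing: single nominal final test compound concentration of 3 µM; Schedule: seeding 17-24 h prior, 75-min 37 °C, 30-min RT dye loading; Detection: kinetic Fluo-8 calcium fluorescence measurement; Measure: % inhibition from peak post-agonist over basal fluorescence ratio; Benchmarks: vehicle and agonist controls.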
M1 antag: human M1 muscarinic receptor antagonists, primary screen, CHO-K1 cells, Fluo-8 calcium fluorescence, 1536-well; Muscarinic acetylcholine receptor M1 (Homo sapiens), P11229; CHO-K1 hM1, ACh EC80 antagonist; inhibition, % at 3 µM; 360,000 compounds, 1.3% hits;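 active = percent inhibition above its own plate's cutoff, namely the mean of that plate's compound wells plus 3 SD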;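 note: peak over basal fluorescence ratio during 140 s after agonist addition; 0% = ACh EC80 plus DMSO and 100% = DMSO alone without agonist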
Target sequence (P11229 whole entry, looked up): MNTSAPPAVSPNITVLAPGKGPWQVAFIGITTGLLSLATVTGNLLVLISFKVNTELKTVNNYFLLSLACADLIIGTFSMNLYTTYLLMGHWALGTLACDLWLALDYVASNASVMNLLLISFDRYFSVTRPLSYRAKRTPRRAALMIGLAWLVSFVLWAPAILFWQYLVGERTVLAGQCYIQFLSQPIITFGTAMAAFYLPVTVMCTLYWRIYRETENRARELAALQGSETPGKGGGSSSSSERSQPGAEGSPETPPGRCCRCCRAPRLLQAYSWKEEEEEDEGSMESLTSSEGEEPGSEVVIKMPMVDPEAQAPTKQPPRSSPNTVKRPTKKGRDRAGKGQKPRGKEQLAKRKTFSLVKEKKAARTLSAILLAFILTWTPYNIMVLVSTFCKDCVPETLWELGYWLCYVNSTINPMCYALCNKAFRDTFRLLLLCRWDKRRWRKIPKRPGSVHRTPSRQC
CHO-K1 Ca antag: counter-screen for M1 antagonists: effect in parental CHO-K1 cells; ATP-induced calcium, Fluo-8 fluorescence; inhibition, % at 3 µM; 360,000 compounds, 0.6% hits;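 active = inhibition above a per-plate cutoff, the plate's mean sample inhibition plus 3 SD, cut at about 24% in these data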;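 note: 0% = DMSO plus EC80 ATP and 100% = DMSO alone without ATP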
M1 ag: human M1 muscarinic receptor agonists, primary screen, Fluo-8 calcium fluorescence, CHO-K1 cells, HTS; 360,000 compounds, 0.33% hits; CHO-K1 hM1, agonist mode; 0% DMSO, 100% acetylcholine EC100; Muscarinic acetylcholine receptor M1 (Homo sapiens), P11229; activation, % at 3 µM; AID 588814, 2011;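 active = activation above the run's mean compound activation plus 3 SD, cut at about 16% in these data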;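 note: peak over basal fluorescence ratio within a 140 s kinetic read after compound addition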
CHO parental Ca: ATP-evoked calcium signal inhibitors, parental CHO, primary screen, counter-screen for OX1R antagonist project, cell-based, fluorescence, Fluo-8 calcium dye; parental CHO-K1, ATP-induced calcium, Fluo-8 fluorescence; inhibition, % at 5.6 µM; 330,000 compounds, 0.63% hits;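 active = inhibition above that plate's mean sample inhibition plus 3 SD, cut at about 26% in these data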;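 note: 0% = ATP-challenged DMSO wells and 100% = DMSO wells without ATP; some compounds past the cut are filed as inactive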
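test system = CHO parental line | reagent = ATP stimulus | measured by = intracellular calcium via Fluo-8 no-wash fluorescent dye | control set = ATP and no-ATP DMSO wells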
CHO-K1 Ca ag: counter-screen for M1 agonists: effect in parental CHO-K1 cells | Fluo-8 calcium fluorescence; scaled to maximal ATP response, vehicle zero | activation, % at 3 µM | 360,000 compounds, 0.48% hits; in the data active = activation above about 15%;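 note: untransfected CHO-K1 host cells lacking M1 receptor as counterscreen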
M1 PAM parental: nonselective calcium activators in parental CHO-K1 cells, primary screen, counter-screen for M1 PAM project, cell-based, Fluo-8 calcium fluorescence, full deck, 1536-well; ATP EC20; 0% at ATP EC20, 100% at ATP max; activation, % at 3 µM; 360,000 compounds, 0.02% hits;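 active = activation above the run cutoff, the mean activation of all test compounds plus 3 SD, cut at about 40% in these data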;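 note: peak over basal fluorescence ratio in a 140 s read after ATP addition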
* = called active by the depositor; nt = not tested or not shown.

1) CCOC(=O)N1CCN(S(=O)(=O)c2cc(Br)cc3c2N(C(=O)CC)CC3)CC1
2) O=S(=O)(c1ccc2c(c1)OCCO2)N1CCC(O)(c2ccc(Cl)cc2)CC1
3) CCCN(CC(=O)Nc1ccccc1OC)C(=O)C1CCCC1
4) Cc1ccc(N2C(=O)C(Cl)=C(Nc3c(C)n(C)n(-c4ccccc4)c3=O)C2=O)cc1
5) CC(=O)N(Cc1ccc(F)cc1)Cc1nc2ccccc2c(=O)[nH]1
6) O=c1c2ccccc2nc(-c2ccc(Cl)cc2)n1C1CCS(=O)(=O)C1 (configuration not stated)
7) CCCCNC(=O)c1sc(=S)n2c1[nH]c(=O)c1ccc(C(=O)NCCc3ccc(OC)c(OC)c3)cc12
8) CCC1=C(OC(=O)N(CC)CC)N2C(=O)OC(=NCC(=O)OC)[C@]2(C)[C@H]2C1=CC[C@H]1C(=O)N(CC)C(=O)[C@H]12
9) Cn1c(=O)c2c(nc(Sc3ncnn3CC(=O)NC3CCCCC3)n2C)n(C)c1=O
10) CC(OC(=O)c1cccs1)C(=O)NCc1cccs1 (configuration not stated)
assay / compound | 1 | 2 | 3 | 4 | 5 | 6 | 7 | 8 | 9 | 10
TAAR1 ag | 0 | 7 | 2 | 1 | 1 | 2 | nt | 1 | 1 | -1
OXTR potentiate | -7 | -26 | -2 | 9 | -3 | -1 | -7 | 1 | -3 | -6
TAAR1 antag | 6 | 3 | -2 | -5 | 12 | -6 | nt | 3 | -23 | 8
M1 antag | -2 | 2 | -8 | 1 | -14 | -6 | -4 | 1 | -13 | -7
CHO-K1 Ca antag | -2 | -17 | -8 | 11 | -14 | -8 | -7 | -7 | -1 | -2
M1 ag | -3 | -3 | 0 | -6 | -9 | -5 | 6 | -5 | -4 | -2
CHO parental Ca | -12 | 6 | -14 | -14 | -9 | -5 | -6 | -10 | -1 | 0
CHO-K1 Ca ag | 0.6 | 2.4 | 1.8 | -0.2 | 1.6 | -0.1 | -0.4 | 0.4 | -0.7 | 0.6
M1 PAM parental | 19 | 6 | 15 | -12 | 32 | 21 | -17 | 3 | 3 | 5

11) Cc1cc(C)n(NC(=S)NC2CCCC2)c(=O)c1C#N
12) COc1ccc(S(=O)(=O)NCC(=O)NC2CC2)cc1OC
13) CCOC(=O)c1sc(N2C(=O)C(O)=C(C(=O)c3ccc(C)o3)C2c2ccc(OC)c(OC)c2)nc1C (configuration not stated)
14) Fc1ccc2cnc(C3=CCCCC3)cc2c1
15) O=C(CSc1nc2ccccc2c(=O)n1NC(=O)Cc1ccccc1)NCc1ccccc1
16) COc1ccc(C(=O)Nc2nc3ccc4nc(C)sc4c3s2)cc1
17) CCOC(=O)C1CCCN(C(=O)c2ccccc2[N+](=O)[O-])C1 (configuration not stated)
18) CCOC(=O)c1c(-c2ccc(OC)cc2)csc1NC(=O)CCN1CCOCC1
19) COc1cc(NC(=O)CSc2nnc(-c3ccncc3)o2)cc(OC)c1OC
20) COc1cc(C)nc(Oc2ccc(OCCOc3ccc(C)cc3)nn2)n1
assay / compound | 11 | 12 | 13 | 14 | 15 | 16 | 17 | 18 | 19 | 20
TAAR1 ag | 1 | 3 | -1 | 7 | 3 | 2 | 2 | 1 | 5 | 2
OXTR potentiate | -3 | -5 | 1 | -4 | -3 | 1 | -8 | -18 | 1 | -11
TAAR1 antag | -21 | -20 | -17 | 9 | 4 | -2 | 4 | -8 | -25 | -3
M1 antag | -8 | 0 | 1 | -14 | -6 | -8 | -5 | -6 | -6 | -6
CHO-K1 Ca antag | 10 | 8 | -8 | -19 | -1 | -6 | -7 | -11 | -12 | 1
M1 ag | 0 | 4 | -1 | 0 | -6 | -1 | -8 | -6 | -2 | -1
CHO parental Ca | -9 | -9 | -24 | -2 | -7 | -7 | -13 | -8 | -3 | -8
CHO-K1 Ca ag | 0.2 | 0.3 | 0.7 | 0.2 | 1.4 | -0.3 | 1.2 | 2.7 | 0.9 | 0.5
M1 PAM parental | -7 | -21 | 10 | 2 | 12 | 9 | 14 | 10 | -2 | 12

21) CC(CNCCCn1cnc2c(OCc3ccccc3)ncnc21)c1ccccc1 (configuration not stated)
22) O=C(COc1ccccc1Cl)Nc1ccc2c(c1)OCO2
23) CCN(CC)CC(O)CN1C(=O)NC(C)(C)C1=O (configuration not stated)
24) N#Cc1ccc(N2CCCNCC2)nc1
25) O=C(N/N=C/c1ccco1)c1ccc(NC(=O)C2CCCCC2)cc1
26) Cc1cccc(C(=O)Nc2cccc(-c3ccc4nncn4n3)c2)c1
27) CC(C(=O)OCC(=O)N1CCCCC1)N1C(=O)c2ccccc2C1=O (configuration not stated)
28) CCOc1ccc(CCNC(=O)COn2nnc3ccc(S(=O)(=O)N4CCOCC4)cc32)cc1OCC
29) O=C(NCC(c1cccs1)N1CCOCC1)c1ccc([N+](=O)[O-])cc1 (configuration not stated)
30) Brc1cccc(-c2nc(-c3ccncc3)no2)c1
assay / compound | 21 | 22 | 23 | 24 | 25 | 26 | 27 | 28 | 29 | 30
TAAR1 ag | 23 | 2 | 4 | 5 | 4 | 7 | -1 | 2 | 6 | 16
OXTR potentiate | nt | -2 | -2 | -6 | nt | -1 | -1 | -1 | 0 | -9
TAAR1 antag | -11 | 4 | 16 | -6 | -3 | 10 | -4 | -6 | 5 | -12
M1 antag | 14 | 4 | -2 | -7 | 11 | -3 | -5 | -12 | 3 | -13
CHO-K1 Ca antag | 0 | -13 | 1 | -8 | 15 | -7 | -13 | 12 | 4 | -7
M1 ag | -10 | -6 | -8 | -8 | -1 | -4 | -8 | -4 | -5 | -3
CHO parental Ca | nt | -13 | -11 | -8 | nt | -8 | -11 | -25 | -13 | -8
CHO-K1 Ca ag | 0.7 | 1.6 | 0.9 | 1.9 | 0.3 | 3.1 | 1.0 | -0.5 | 0.6 | 0.2
M1 PAM parental | 0 | -1 | 9 | 4 | -20 | 10 | 10 | -9 | 10 | 14

31) O=C(/C=C/c1ccc(Cl)cc1)N1CCN(c2ccc([N+](=O)[O-])c(N3CCOCC3)c2)CC1
32) C/C(=N\Nc1ccc(Cl)c(C(=O)O)c1)c1ccc[nH]1
33) Cc1ccc(-n2ncc3c2CC(C)(C)CC3NC(=O)CCc2cccnc2)cc1 (configuration not stated)
34) Cc1cccc(OCCCC(=O)Nc2ccc(Cl)c(S(=O)(=O)N3CCOCC3)c2)c1
35) CCOc1ccc(Br)cc1C(=S)N1CCCC1
36) CCOC(=O)C1(C)CCCCN1C(=O)c1ccc(F)c(C)c1 (configuration not stated)
37) O=C(O)CCn1nnc(-c2ccccc2)n1
38) CCCC(=O)N1CCN(c2nnc(-c3ccccc3)c3ccccc23)CC1
39) CCCCCCCCNC(=O)C(CCC(=O)OCc1ccccc1)NC(C)=O (configuration not stated)
40) Oc1ccc(CNc2ccc(F)cc2)c2cccnc12
assay / compound | 31 | 32 | 33 | 34 | 35 | 36 | 37 | 38 | 39 | 40
TAAR1 ag | 4 | 2 | -2 | 7 | 5 | 2 | 4 | 16 | 1 | 3
OXTR potentiate | -7 | 6 | nt | -12 | -7 | nt | 1 | -10 | -12 | -4
TAAR1 antag | 13 | -29 | 15 | 27 | -9 | -3 | 19 | 0 | 7 | 5
M1 antag | 13 | -10 | -1 | 11 | -5 | -2 | -6 | -5 | 13 | -13
CHO-K1 Ca antag | 12 | -1 | 10 | -8 | 1 | 4 | -8 | 7 | 5 | -5
M1 ag | -5 | 0 | -7 | -1 | -5 | -4 | -5 | -9 | -7 | 1
CHO parental Ca | -7 | -9 | nt | -12 | -6 | nt | 0 | -11 | -16 | -11
CHO-K1 Ca ag | 2.8 | -0.1 | -0.5 | 8.8 | 0.1 | 0.1 | 0.2 | 0.1 | 0.2 | 0.7
M1 PAM parental | -7 | 14 | -10 | 0 | -14 | 3 | 17 | -16 | -4 | 4

Profiles from above. Order of screens: TAAR1 ag, OXTR potentiate, TAAR1 antag, M1 antag, CHO-K1 Ca antag, M1 ag, CHO parental Ca, CHO-K1 Ca ag, M1 PAM parental
`CCOc1ccc(Br)cc1C(=S)N1CCCC1` across the screens: 5, -7, -9, -5, 1, -5, -6, 0.1, -14
`CCCC(=O)N1CCN(c2nnc(-c3ccccc3)c3ccccc23)CC1` across the screens: 16, -10, 0, -5, 7, -9, -11, 0.1, -16

(more compounds)
41) Cc1cc(=O)oc(C)c1C(=O)NC12CC3CC(CC(C3)C1)C2
42) COc1ccc(-c2n[nH]c(=S)n2-c2ccc(C)cc2)cc1OC
43) CCC(=O)Nc1cccc(C2=NOC3(C2)C[C@@H](C(N)=O)N(C(=O)c2cc([N+](=O)[O-])cc([N+](=O)[O-])c2)C3)c1 (some centres not stated)
44) O=C(O)c1ccc(NC(=O)C2C3CCC(O3)C2C(=O)O)cc1 (configuration not stated)
assay / compound | 41 | 42 | 43 | 44
TAAR1 ag | 12 | 6 | 9 | 5
OXTR potentiate | -10 | -12 | 2 | -5
TAAR1 antag | 6 | -2 | 6 | -5
M1 antag | 2 | -10 | 3 | -22
CHO-K1 Ca antag | -1 | -11 | -15 | -11
M1 ag | -2 | -5 | -5 | -2
CHO parental Ca | -4 | -16 | -2 | 0
CHO-K1 Ca ag | 0.4 | 0.5 | 0.5 | 0.6
M1 PAM parental | 2 | 19 | 30 | 19

Some entries already given, limited to CHO-K1 Ca ag, M1 ag and TAAR1 ag.
no.	SMILES	CHO-K1 Ca ag	M1 ag	TAAR1 ag
18	CCOC(=O)c1c(-c2ccc(OC)cc2)csc1NC(=O)CCN1CCOCC1	2.7	-6	1
11	Cc1cc(C)n(NC(=S)NC2CCCC2)c(=O)c1C#N	0.2	0	1
32	C/C(=N\Nc1ccc(Cl)c(C(=O)O)c1)c1ccc[nH]1	-0.1	0	2
